# Screening results as filed in PubChem BioAssay.
# MT1-MMP act inh: inhibitors of human MT1-MMP activation; P50281; HT1080 RFP-PRO-GFP cells, GFP/RFP ratio fluorescence, overnight; percent of plate control window, DMSO zero; GFP/RFP ratio change, % at 20 µM; hit rate 0.061% among 360,000; AID 651647;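 active means GFP/RFP ratio change of at least 30% with cell ATP level not reduced by more than half and red fluorescence within 50% of control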; further: strong numbers were not always called active
#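 Material: RFP-PRO-GFP reporter HT1080 cells. Dosing: single-point 20 µM compound, 1% DMSO. Controls: DMSO and RFP-L50D-GFP cell wells. Timing: cells overnight before dosing, compound overnight, 37 °C, 5% CO2. Measure: GFP/RFP fluorescence ratio.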
# LMPTP inh: LMPTP (human) inhibition | inhibition, % at 20 µM | AID 651560 | hit rate 0.22% among 360,000 | P24666 | recombinant LMPTP-A, OMFP fluorogenic substrate, fluorescence intensity;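 active means compounds that cut the enzyme signal by at least half of the control window in the single-dose screen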;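 further: plate controls were DMSO wells with enzyme plus substrate for no effect and substrate without enzyme for full effect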
#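 Test system: LMPTP-A phosphatase enzyme. Amount: LMPTP-A at 0.625 nM final in the reaction. Reagent: OMFP substrate, 400 µM final. Times: 50 min at room temperature. Signal: endpoint fluorescence intensity from OMFP dephosphorylation. Read-out basis: % inhibition. Benchmarks: no-enzyme and uninhibited controls.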
# STEP inh: blocks human striatal-enriched tyrosine phosphatase; P54829; recombinant STEP, OMFP fluorogenic substrate, fluorescence; inhibition, % at 20 µM; hit rate 0.25% among 360,000;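 active means inhibition at 20 µM, scaled per plate between control wells, above about 37%, limit read from the data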;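 further: 0% = DMSO with enzyme and substrate and 100% = substrate only without enzyme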
# Target sequence (P54829 whole entry, looked up): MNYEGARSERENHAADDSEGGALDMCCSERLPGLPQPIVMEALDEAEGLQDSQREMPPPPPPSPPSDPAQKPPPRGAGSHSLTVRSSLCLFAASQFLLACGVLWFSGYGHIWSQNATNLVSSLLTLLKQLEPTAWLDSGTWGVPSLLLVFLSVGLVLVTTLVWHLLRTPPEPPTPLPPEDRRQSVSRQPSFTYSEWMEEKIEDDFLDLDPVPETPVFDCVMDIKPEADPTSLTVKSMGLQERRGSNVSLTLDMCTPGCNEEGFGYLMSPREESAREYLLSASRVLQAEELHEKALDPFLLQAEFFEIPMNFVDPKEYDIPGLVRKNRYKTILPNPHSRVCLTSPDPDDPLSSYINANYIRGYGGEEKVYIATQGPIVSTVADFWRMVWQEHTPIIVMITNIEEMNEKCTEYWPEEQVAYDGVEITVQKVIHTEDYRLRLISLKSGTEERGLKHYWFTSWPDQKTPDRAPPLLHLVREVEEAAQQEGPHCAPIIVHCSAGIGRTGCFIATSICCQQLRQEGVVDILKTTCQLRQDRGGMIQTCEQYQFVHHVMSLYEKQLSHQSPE
#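 Material: STEP (striatal-enriched tyrosine phosphatase) enzyme, cell-free; Compound dosing: 20 µM single dose in 1% DMSO; Technique: fluorescence read at 480 nm ex / 540 nm em; Times: reaction 20 min, ambient temperature; Medium: 50 mM Bis-Tris pH 6.0 with 2.5 mM DTT and 0.005% Tween 20; Also added: OMFP at 25 µM.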
# Scp-1 inhibitor: blocks human Scp-1 phosphatase activity; Recombinant Scp1, phosphopeptide, malachite green phosphate absorbance; inhibition, % at 20 µM; hit rate 0.88% among 340,000;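 active means inhibition above about 50% at 20 µM, limit read from the data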;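 further: plate controls were DMSO wells with enzyme for no effect and wells lacking enzyme for full effect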
#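 Material: truncated SCP-1 phosphatase (76-261aa) / Buffer or medium: 50 mM Tris acetate pH 5.5, 0.005% Tween-20, 10 mM MgCl2 / Compound dosing: one concentration, 20 µM, with 1.0% DMSO / Incubation: 45 min room-temperature reaction, 5 min colour, 30 min stabiliser / Detection: colorimetric free-phosphate detection, absorbance 630 nm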
# NadD block: NadD (S. aureus) enzyme inhibition; inhibition, % at 20 µM; purified NadD enzyme, colorimetric absorbance read-out; hit rate 0.78% among 360,000; in the data active means inhibition above about 26%; further: some compounds past the cut are filed as inactive
# Rpn11 inh: inhibitors of human proteasome Rpn11. O00487. calls only at 20 µM. AID 588493. human 26S proteasome, Ub4-pepOG fluorescence polarization; 20S core pre-blocked with epoxomicin. hit rate 0.59% among 360,000;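 active means inhibition at 20 µM, scaled to each plate's controls, above about 33%, limit read from the data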
# Target sequence (O00487 whole entry, looked up): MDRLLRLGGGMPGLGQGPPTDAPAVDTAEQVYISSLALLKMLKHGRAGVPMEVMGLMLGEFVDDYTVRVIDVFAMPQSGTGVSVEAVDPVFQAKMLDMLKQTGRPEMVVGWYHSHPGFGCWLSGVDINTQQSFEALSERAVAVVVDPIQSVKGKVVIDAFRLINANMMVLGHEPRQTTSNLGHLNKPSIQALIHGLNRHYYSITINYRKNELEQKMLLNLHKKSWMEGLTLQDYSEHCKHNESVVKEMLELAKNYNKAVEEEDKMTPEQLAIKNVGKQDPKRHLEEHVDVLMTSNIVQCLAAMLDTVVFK
# SKN-1 block: inhibitors of C. elegans SKN-1; C. elegans VP596 Pgst-4::GFP/RFP ratio, acrylamide-induced, 24 h; inhibition, % at 21.8 µM; hit rate 0.49% among 360,000;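 active means interference check ratio from 0.5 to 1.5 plus GFP to RFP signal ratio inhibition reaching or exceeding a fixed threshold, cut at about 30% in these data, passing the limit was not always enough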; further: some compounds called inactive have numbers as strong as hits
# DNMT1 inh: blocks human DNA methyltransferase DNMT1. DNMT1 molecular beacon, Hinp1I cleavage, fluorescence. inhibition (reported as % activation of signal), % at 10 µM. hit rate 0.83% among 360,000. AID 588458; in the data active means inhibition above about 50%
# SUMO1 PPI mod: alters human SUMO1 binding to SIM partners. P63165. SUMO1 binding to a labelled peptide, TR-FRET, 1 h. inhibition, % at 20 µM. hit rate 0.33% among 360,000. AID 602429; in the data active means inhibition above about 37%
# Target sequence (P63165 whole entry, looked up): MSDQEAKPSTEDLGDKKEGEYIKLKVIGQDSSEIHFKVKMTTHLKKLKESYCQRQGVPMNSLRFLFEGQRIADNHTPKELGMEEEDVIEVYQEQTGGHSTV
# NRP1-CendR mod: modulators of CendR peptide binding to human neuropilin-1; hit rate 0.85% among 360,000; inhibition, % at 25 µM; FAM-RPARPAR peptide binding to NRP-1, fluorescence polarization; AID 602438;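 active means inhibition or corrected inhibition above about 18%, plus a signal ratio from 0.5 to 1.5, limit read from the data, passing the limit was not always enough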; further: strong numbers were not always called active
# Starred values were filed as active, the others as inactive; i = inactive; · = not tested or not shown.
# The opening 3 compounds (preview)
SMILES,MT1-MMP act inh,LMPTP inh,STEP inh,Scp-1 inhibitor,NadD block,Rpn11 inh,SKN-1 block,DNMT1 inh,SUMO1 PPI mod,NRP1-CendR mod
CCc1nc2ccc(C(=O)N(C)Cc3ccccc3)cn2c1N(C)CCCc1ccccc1,-4,0.5,4,·,0,i,-15,-6,10,-4
CCOC(=O)Cn1c(=O)c2c(nc3n2CCCCN3c2ccc(OCC)cc2)n(C)c1=O,-2,-1.2,-2,-12,-5,i,-1,1,3,15
O=C(Nc1cccc(F)c1)NC1(C(=O)NCC2CCCO2)CCCCC1 (stereo not given),0,-0.8,-2,-8,-2,i,1,0,2,12

# The listing, repeating the preview:
SMILES,MT1-MMP act inh,LMPTP inh,STEP inh,Scp-1 inhibitor,NadD block,Rpn11 inh,SKN-1 block,DNMT1 inh,SUMO1 PPI mod,NRP1-CendR mod
CCc1nc2ccc(C(=O)N(C)Cc3ccccc3)cn2c1N(C)CCCc1ccccc1,-4,0.5,4,·,0,i,-15,-6,10,-4
CCOC(=O)Cn1c(=O)c2c(nc3n2CCCCN3c2ccc(OCC)cc2)n(C)c1=O,-2,-1.2,-2,-12,-5,i,-1,1,3,15
O=C(Nc1cccc(F)c1)NC1(C(=O)NCC2CCCO2)CCCCC1 (stereo not given),0,-0.8,-2,-8,-2,i,1,0,2,12
Cc1ccc(C2=NC3(CCCC3)NC2=S)cc1,2,-1.2,2,-13,-1,i,-11,0,-8,13
CCOC(=O)C(NCCc1ccccc1F)(NC(=O)CC)C(F)(F)F (stereo not given),0,-0.2,1,-5,-5,i,-2,2,-4,10
O=C(c1cn(-c2ccccc2)nc1-c1cccnc1)N1CCCCC1,0,-0.6,0,0,2,i,-1,2,1,0
COc1ccc(C(=O)NC(=O)Nc2cc(C)ccn2)cc1,1,-0.5,-2,0,-7,i,3,3,13,2
Cc1cccc(N2CCN(S(=O)(=O)c3cnc[nH]3)CC2)c1C,-1,0.7,0,-6,4,i,6,6,1,5
COc1cc(C(=O)NCc2cc3ccccc3n2C)cc(OC)c1OC,7,0.6,2,-18,-2,i,2,-2,0,-4
C#CCOCCOCCOCCNc1nc(N2CCN(C(=O)[C@H](CCC(=O)O)n3cc([C@@H](N)[C@H](C)CC)nn3)CC2)nc(N2CCN(C(=O)[C@H](CCC(=O)O)n3cc([C@@H](N)CC(N)=O)nn3)CC2)n1,4,-2.7,2,-4,3,i,-15,9,5,-5
COCCN(C(=O)COC(=O)c1ccc2c(c1)OCO2)c1c(N)n(Cc2ccccc2)c(=O)[nH]c1=O,2,-1.5,-3,·,-5,i,3,1,5,-7
CCn1c(SCc2nc(-c3ccccc3)no2)nc2ccccc21,4,0.5,-1,-3,1,i,-4,-4,4,17
OCCN(CCO)c1nc(N2CCCCC2)c2nc(N(CCO)CCO)nc(N3CCCCC3)c2n1,-59,-1.6,-10,5,-2,i,-29,16,6,142
CCOc1cccc(/C=C/C(=O)O)c1,-1,-0.3,-1,-12,0,i,-10,2,-2,-2
Cc1ccc(S(=O)(=O)N2C3C=CC(C3)C2C(=O)O)cc1 (stereo not given),-3,-1.2,-2,-15,0,i,13,3,-1,-2
CCN1CCN(Cc2nc3c(c(=O)n(C)c(=O)n3C)n2Cc2cccc3ccccc23)CC1,-21,-0.3,-3,-9,0,i,17,0,-1,-9
CC(=Nc1ccccc1)C1=C(O)CSC1=O,-4,0.1,1,1,3,i,9,-2,-9,-7
Cc1cnc(NC2=NCCC2)s1,2,-1.2,0,-3,-3,i,-5,5,-1,6
O=S1(=O)CCOC[C@H](CC2CCCCC2)N1Cc1cccc(C(F)(F)F)c1,14,1.2,2,-4,-3,i,18,-7,6,-9
O=C(c1ccc(S(=O)(=O)N2CCCCCC2)cc1)N1CCC(CN2C(=O)c3cccc4cccc(c34)C2=O)CC1,-3,5.6,6,-20,14,i,23,-3,-11,15
Cc1c(C(=O)NCc2ccc(F)cc2)sc(=O)n1Cc1ccc(C(=O)c2ccccc2)cc1,4,3.8,1,·,-1,i,-8,-5,-1,0
O=C1c2ccccc2NC(c2cccc([N+](=O)[O-])c2)N1O (stereo not given),3,1.1,-1,-17,2,i,19,3,-21,14
CN(C(=O)c1cccc(NC(=O)Cc2cccc(NC(=O)C3CCCN(C(=O)C4CCC4)C3)c2)c1)C1CC1 (stereo not given),2,-0.2,0,-8,0,i,11,1,-3,-2
COc1ccc(CCn2c(C)cc(C(=O)CN3C(=O)C(=O)N(C4CCCC4)C3=O)c2C)cc1OC,-3,3.2,1,-6,3,i,12,-7,2,-8
COc1ccc(CC(=O)N2CCc3ccccc32)cc1,0,-0.2,-2,-7,-2,i,-2,1,0,-4

# (listing goes on)
SMILES,MT1-MMP act inh,LMPTP inh,STEP inh,Scp-1 inhibitor,NadD block,Rpn11 inh,SKN-1 block,DNMT1 inh,SUMO1 PPI mod,NRP1-CendR mod
Cc1cc(C)cc(OCCNC(=O)c2ccc(Br)cc2)c1,2,-0.9,-3,0,-3,i,-22,3,6,1
Cc1ccc(C(=O)Oc2oc(-c3ccco3)nc2C=Nc2ccc(Cl)cc2)cc1,-1,-1.6,-3,-7,1,i,-5,7,-1,-9
CC(C)C1C(=O)N(Cc2cn(CC3CCCCC3)nn2)CCS(=O)(=O)N1Cc1ccc(-c2ccc(F)cc2)cc1 (stereo not given),-10,3.7,0,·,5,i,0,-19,3,-8
C[C@@H]1CN([C@@H](C)CO)C(=O)c2cc(Br)cnc2O[C@H]1CN(C)C(=O)Cc1ccccn1,-1,-3.2,2,·,-4,i,6,9,3,5
COc1cccc(-c2nnn(CC(=O)N(C3CCCCC3)C3CCS(=O)(=O)C3)n2)c1 (stereo not given),4,-1.5,-2,·,-7,i,-5,1,5,-11
CCn1c(C(C)C)n[nH]c1=S,-5,-0.3,1,-6,5,i,-10,-1,2,17
O=C(NC(Cc1c[nH]c2ccccc12)C(=O)O)c1ccc(F)cc1 (stereo not given),4,1.2,1,-3,-2,i,8,-1,-2,1
COC(=O)c1ccc(NC(=O)Nc2ccccc2C)cc1,10,1.4,-2,-3,0,i,-3,2,0,2
COC(=O)C1=C(C)N=C2SC(C)C(=O)N2C1/C=C/c1ccccc1OC (stereo not given),-7,1.3,-4,-2,29*,i,13,-8,0,1
COc1ccc(C(=O)COC(=O)Cn2c(C)csc2=O)c(OC)c1,3,-0.2,1,11,-2,i,-3,1,2,-8
O=S1(=O)CC(O)C(NCCO)C1 (stereo not given),2,0.1,1,-7,-1,i,0,-2,-1,5
CCC(=O)Nc1c2c(nn1-c1ccc(F)cc1)CS(=O)(=O)C2,1,-0.4,-2,-7,-1,i,1,2,1,-4
O=C(Cn1cc2c(n1)CCCCC2)N1CCc2ccccc21,5,-0.7,-1,-4,-5,i,4,1,0,-1
Cc1nnc(N2CCC(C(=O)N3CCCCCC3)CC2)c2nn(-c3ccc(Cl)cc3)c(C)c12,-5,0.9,2,11,4,i,13,-1,-2,-4
CSc1cccc(NC(=O)CN(Cc2ccc(Cl)cc2)S(C)(=O)=O)c1,-6,-0.3,-1,-9,-9,i,29,2,0,-4
CC(=O)COc1ccc2cc(-c3ccccc3)c(=O)oc2c1,0,1.0,0,-10,-3,i,11,-10,-31,-16
COc1ccc(CN2C(=O)c3cccnc3C2=O)cc1S(=O)(=O)N1CC(C)CC(C)C1 (stereo not given),-9,-0.9,0,0,2,i,5,3,-28,11
O=C1c2ccccc2C(=O)c2c1ccc1c(=O)n(C3CCCCC3)[nH]c21,-21,3.4,8,-9,4,i,16,3,-20,-4
Cc1ccc(-n2c3nc(=O)[nH]c(=O)c-3cc3cc([N+](=O)[O-])ccc32)cc1C,11,3.0,1,-3,6,i,11,35,-1,-40
Cc1ccc([C@H]2C[C@H](n3cc(C4CC4)nn3)[C@@H](O)CN2C(=O)c2cccs2)cc1,2,0.0,1,·,-4,i,-2,3,-3,-10
CCOC(=O)C1(C)CCN1C(=O)c1cccc(Cl)c1 (stereo not given),-1,-0.7,1,·,2,i,12,-1,0,-4
Cc1csc(=O)n1CCC(=O)OCC(=O)Nc1ccc(C(N)=O)cc1,3,0.2,2,-2,-2,i,12,0,5,23*
O=C(O)c1ccccc1C(=O)OCC1CCC(=NO)CC1 (stereo not given),0,-1.1,-2,·,-7,i,3,-3,3,4
Cc1nc(-c2ccc(C(=O)O)cc2)cs1,-5,-1.3,-2,-8,8,i,12,3,1,-8
COc1ccc(NC(=S)N2CCCC2c2ccc(OC)c(OC)c2)cc1 (stereo not given),7,-0.7,2,2,1,i,-6,-1,-1,9

# Continued:
SMILES,MT1-MMP act inh,LMPTP inh,STEP inh,Scp-1 inhibitor,NadD block,Rpn11 inh,SKN-1 block,DNMT1 inh,SUMO1 PPI mod,NRP1-CendR mod
COC(=O)c1ccc(C)c(NS(=O)(=O)c2ccc(NC(C)=O)cc2)c1,-2,-1.4,-2,-3,1,i,6,20,3,-8
CCCCNC(=S)N(CCCO)Cc1cc2cc3c(cc2[nH]c1=O)OCCO3,-1,0.5,1,-12,-9,i,5,-8,-11,-10
CCOc1cccc(CN2CCN(CCc3ccccc3)C(CCO)C2)c1O (stereo not given),-3,-0.1,-2,4,-2,i,-1,3,3,-1
Cn1c(CC(=O)Nc2ccccc2)nnc1SCC(=O)c1ccccc1,0,-1.0,-1,0,2,i,-4,2,0,-8
COc1ccc(C(=O)NCCS(=O)(=O)NCc2ccc(C)cc2)cc1,-4,-1.7,0,-11,-4,i,-3,1,5,0
CN(C)CCCN(C(=O)c1ccc(S(=O)(=O)N2CCc3ccccc3C2)cc1)c1nc2c(F)cc(F)cc2s1,1,0.0,6,4,9,i,7,-5,-22,0
C[N+](C)(C)CCN1CCc2ccccc21,-1,-1.6,·,·,11,·,-14,·,1,-7
CCOCCCNC(=O)C(NC(=O)c1ccc(=O)[nH]c1)c1ccccc1 (stereo not given),0,-0.7,0,-7,-3,i,-6,5,0,10
COc1ccccc1CNCC(=O)Nc1ccccc1-n1cccc1,-2,-0.6,-3,-1,3,i,-8,3,-2,3
COc1ccc(C(=O)Cc2ccccc2C(=O)O)cc1,1,-1.7,-3,0,3,i,13,-3,-2,5
Clc1cccc(C2Nc3cccc4cccc(c34)N2)c1Cl,2,9.5,0,14,15,i,-18,-22,-4,-1
CC(=O)Nc1cccc(N(C(=O)C2COc3ccccc3O2)C(C(=O)NC2CCCCC2)c2cn(C)nc2C)c1 (stereo not given),1,-1.2,-3,-10,3,i,1,2,3,6
Cc1cc(C)n(-c2nnc3n2N=C(c2ccccc2)CS3)n1,2,0.0,2,0,-2,i,9,23,1,4
Cc1ccccc1C(=O)Nc1c(C(=O)N(CCN(C)C)Cc2ccco2)oc2ccccc12,0,-0.1,1,3,-9,i,7,-4,-1,-18
O=C1NCCCCC1NS(=O)(=O)c1cccc(C(F)(F)F)c1 (stereo not given),-3,-0.6,0,-8,-4,i,22,1,9,4
